Cardiac RTF inh = cardiac RTF calcium sensitivity inhibitors, primary screen, biochemical, IANBD-TnC fluorescence, EC70 calcium; Troponin I, cardiac muscle (Homo sapiens) + Troponin T, cardiac muscle (Homo sapiens) + …; IANBD-labeled cardiac RTF, Ca2+ fluorescence; inhibition, % at 7.15 µM; actives 0.12% (n = 340,000); AID 493244, 2011;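 active means inhibition above the mean inhibition of all tested compounds plus 3 SD, cut at about 17% in these data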;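 further: assay run at fixed EC70 calcium of 1.6 mM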
Arrestin-AP2 inh = inhibitors of beta-arrestin/AP2 binding, primary screen, biochemical, GPCR trafficking, flow cytometry; inhibition, % at 10 µM; actives 0.31% (n = 340,000); FITC-arrestin peptide / GST-AP2 beads; AP2 beta2 appendage carries R879A mutation; beta-arrestin 1 C-terminal peptide binding to AP2 beta2-adaptin appendage (human);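 active means inhibition above a set limit, near 3 SD of compounds lacking own fluorescence, cut at about 54% in these data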;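 further: plate controls were DMSO wells for no effect and 5 µM unlabelled arrestin peptide for full effect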
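System: GST-AP2 R879A glutathione beads; medium: PBS, Tween 20 0.05%, BSA 0.1%; reagent: fluorescein-tagged arrestin peptide at 50 nM final; schedule: pre-incubation 12 min, peptide binding 1 h, room temperature; detection: flow cytometry, FL1 (488/535 nm); read-out: inhibition as reduced fluorescein signal on beads, percent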
Keap1 Nrf2 FP = Keap1-Nrf2 protein-protein interaction inhibitors, primary screen, biochemical, fluorescence polarization, single point. Kelch-like ECH-associated protein 1 (Homo sapiens), Q14145. Keap1 Kelch-Nrf2 peptide fluorescence polarization, 1536-well. inhibition, % at 9.4 µM. actives 0.15% (n = 340,000); in the data active means inhibition above about 12%;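 further: human Keap1 Kelch domain with fluorescein labeled Nrf2 9mer peptide probe; 0% = neutral control wells and 100% = peptide positive control; higher means more block of Keap1 binding to Nrf2 peptide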
Target sequence (Q14145 whole entry, looked up, the tested form may be a part): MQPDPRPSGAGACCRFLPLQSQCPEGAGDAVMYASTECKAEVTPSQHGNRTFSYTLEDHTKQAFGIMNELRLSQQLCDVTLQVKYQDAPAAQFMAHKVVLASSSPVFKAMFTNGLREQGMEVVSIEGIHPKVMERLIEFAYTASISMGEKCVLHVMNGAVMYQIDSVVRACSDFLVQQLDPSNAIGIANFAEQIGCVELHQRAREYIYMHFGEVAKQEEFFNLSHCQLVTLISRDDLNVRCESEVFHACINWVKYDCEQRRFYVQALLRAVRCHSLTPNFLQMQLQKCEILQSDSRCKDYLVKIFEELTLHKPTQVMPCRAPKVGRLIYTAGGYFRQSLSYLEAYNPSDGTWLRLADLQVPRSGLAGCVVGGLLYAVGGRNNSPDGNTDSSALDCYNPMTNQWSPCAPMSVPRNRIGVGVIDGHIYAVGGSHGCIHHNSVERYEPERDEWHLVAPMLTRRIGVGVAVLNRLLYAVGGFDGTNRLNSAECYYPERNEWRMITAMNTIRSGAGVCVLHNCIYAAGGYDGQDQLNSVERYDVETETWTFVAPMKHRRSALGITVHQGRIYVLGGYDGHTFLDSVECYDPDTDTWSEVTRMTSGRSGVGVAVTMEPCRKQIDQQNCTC
OPRM1-OPRD1 ag = agonists of OPRM1-OPRD1 heterodimerization, primary screen, cell-based, luminescence | Mu-type opioid receptor (Homo sapiens) + Delta-type opioid receptor (Homo sapiens), … | cells | activation, % at 9.3 µM | actives 0.3% (n = 340,000); in the data active means activation above about 18%;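 further: 0% = vehicle-treated cells and 100% = reference agonist; values of inactives mirror those of a sister screen read the other way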
OPRM1-OPRD1 inv = inverse agonists of MOR-DOR heterodimerization, primary screen, cell-based, luminescence; Mu-type opioid receptor (Homo sapiens) + Delta-type opioid receptor (Homo sapiens), …; AID 504357, 2011; cell-based MOR-DOR heterodimer luminescence, inverse agonism; inhibition, % at 9.3 µM; actives 0.21% (n = 340,000); in the data active means inhibition above about 22%, passing the limit was not always enough;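 further: 0% = cells with DMSO and 100% = wells without cells with DMSO; values of inactives mirror those of a sister screen read the other way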
Wnt act = Wnt/beta-catenin pathway activators, primary screen, cell-based, plate reader, single point. Wnt/beta-catenin reporter cell assay, activator. activation, % at 9.35 µM. actives 1.2% (n = 300,000). AID 743398, 2014; in the data active means activation above about 30%, passing the limit was not always enough;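 further: 0% = neutral control wells and 100% = positive control wells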
V-ATPase pH = regulators of yeast V-ATPase proton pumping, primary screen, pHLuorin cytosolic pH fluorescence; S. cerevisiae; response, % at 10 µM; actives 0.37% (n = 350,000); in the data active means response mostly above about 7.3%, no sharp cut-off; inactive means mostly below about 5.4%; further: actives read high; inactives centre near 0; some compounds called inactive have numbers as strong as hits; reference of the scale not given here
DSG3 Ab inh = inhibitors of pemphigus antibody binding to DSG3, primary screen, biochemical, bead-based, flow cytometry, scFv-GFP. Desmoglein-3 (Homo sapiens), P32926. DSG3-coupled beads, scFv-anti-DSG3-GFP binding; stronger effect = lower value. binding (percent of control), % at 10 µM. actives 0.48% (n = 310,000);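 active means binding more than 3 SD below its plate's average and above zero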;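 further: hits lower antibody fragment binding to DSG3; some compounds called inactive have numbers as strong as hits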
C-LANA FP = inhibitors of KSHV C-LANA binding to DNA, primary screen, biochemical, fluorescence polarization, FAM-LBS DNA, MBP-C-LANA, single point | inhibition, % at 9 µM | actives 0.078% (n = 340,000) | AID 504423, 2011;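 active means highest replicate inhibition at or above 60% at 9 µM, even if other replicates fall short; inactive means all replicates below 60% inhibition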;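 further: 0% = neutral control wells and 100% = 4 µM acridine orange control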
RTF Ca sens act = cardiac RTF calcium sensitivity activators, primary screen, biochemical, IANBD-TnC fluorescence, EC20 calcium | Troponin I, cardiac muscle (Homo sapiens) + Troponin T, cardiac muscle (Homo sapiens) + … | activation, % at 7.2 µM | AID 493008, 2010 | IANBD-labeled TnC RTF fluorescence at EC20 calcium; 0% EC20 calcium, 100% full calcium | actives 0.24% (n = 340,000);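 active means activation above the mean over all tested compounds plus 3 SD, cut at about 30% in these data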;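 further: rise in fluorescence read as greater calcium sensitivity of cardiac thin filaments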
Active calls of the source: *; · = not tested or not shown.

molecule | V-ATPase pH | Arrestin-AP2 inh | OPRM1-OPRD1 inv | C-LANA FP | Keap1 Nrf2 FP | Cardiac RTF inh | RTF Ca sens act | OPRM1-OPRD1 ag | DSG3 Ab inh | Wnt act
CCCn1c(C(CO)Nc2nc(C)cs2)nc2ccccc21 (centres undefined) | -4 | -2 | -19 | 2.8 | -5 | -6 | 1 | 3.3 | 108 | -3
CCOP(=O)(c1ccccc1)C(O)c1ccc(Br)cc1 (centres undefined) | 1 | 2 | 6 | 1.0 | -2 | 11 | 2 | -1.1 | 106 | ·
O=C(Nc1cccc(Cl)c1)c1ccc(NC2=NC3CS(=O)(=O)CC3S2)cc1 (centres undefined) | -1 | -10 | 7 | -0.7 | -1 | 2 | -1 | -1.2 | 93 | -1
Cc1ccc(C(=O)OCC(=O)NC(=O)NCc2ccccc2)cc1C | 4 | 2 | -15 | -2.0 | -1 | -14 | 3 | 3.6 | 108 | 0
CN(Cc1ccco1)C(=O)C(Cc1ccccc1)NS(=O)(=O)c1ccc2c(c1)CCC(=O)N2 (centres undefined) | -6 | -3 | 15 | -2.5 | 0 | -10 | 6 | -2.9 | 111 | 0
O=C(NCc1ccccc1Cl)C1CCN(S(=O)(=O)c2ccc(F)cc2)CC1 | 0 | -13 | 12 | 0.0 | -1 | 1 | 0 | -2.3 | 103 | 0
O=C(Nc1c2n(c(=S)n(-c3ccccc3)c1=O)CCCCC2)c1ccccc1 | -6 | 17 | 16 | 0.8 | 0 | 0 | -1 | -3.6 | 91 | -2
COc1ccc2sc(/C=C/c3ccccc3O)[n+](C)c2c1 | -3 | -7 | · | -31 | -79 | · | · | · | · | -2
N#Cc1ccc(S(=O)(=O)NC2CC2)cc1 | 1 | 9 | -3 | 0.5 | -3 | -9 | -7 | 0.4 | · | -1
Cc1ccc2nc(-c3cccc(Br)c3)cc(C(=O)NC3CC3)c2c1 | 0 | -5 | 9 | -1.2 | -7 | -5 | 1 | -2.2 | 105 | -1
COC(=O)[C@H](Cc1c[nH]c2ccccc12)NCc1cccc(B(O)O)c1 | 0 | 0 | 10 | -0.3 | 0 | -1 | -4 | -2.2 | 116 | -3
O=C(CSCc1ccccc1)Nc1ccc(Cl)cn1 | -4 | 4 | 11 | -1.5 | -2 | -7 | -2 | -1.9 | 80 | ·
COc1ccc(CN2CCNC(=O)C2CC(=O)N(C)Cc2ccon2)c(OC)c1 (centres undefined) | -3 | 36 | 8 | -0.3 | -3 | 0 | 0 | -1.5 | 101 | 0
CCC(C(=O)OCC(=O)c1ccc(OC)cc1OC)c1ccccc1 (centres undefined) | -4 | -2 | 19 | 1.3 | -3 | -10 | 2 | -5.0 | 110 | -1
Cc1nc(-c2ccc(S(=O)(=O)Nc3ccccc3C)cc2)co1 | 2 | 33 | -8 | 0.7 | -3 | -12 | 2 | 1.4 | · | -1
O=C(c1noc2c1CCCCC2)N1CCN(C(c2ccccc2)c2ccccc2)CC1 | -1 | -11 | 16 | 0.2 | 2 | -13 | -3 | -3.0 | 90 | 1
CC(C)C(=O)Nc1ccc(NC(=O)CCc2ccccc2)cn1 | -1 | 17 | 2 | -0.4 | 3 | -3 | -2 | -0.5 | · | 0
CC(=O)Nc1ccc(S(=O)(=O)Nc2cc3c(cc2C(C)=O)OCO3)cc1 | -4 | 24 | 0 | 0.3 | -1 | -13 | 1 | 0.1 | 110 | -1
CC1CCN(C(=O)CCCC(=O)O)CC1 | 0 | 10 | 5 | 1.0 | -2 | -4 | 8 | -1.0 | 106 | ·
O=C(O)c1ccc(NC2(C(=O)O)CCCC2)cc1 | -4 | 14 | 2 | -0.5 | -5 | -4 | 3 | -0.5 | · | -3
Cc1ccc(C)c(N2CCN(C(=O)c3ccc4nc(-c5ccco5)c(-c5ccco5)nc4c3)CC2)c1 | 2 | 23 | -24 | -0.6 | -3 | -8 | 3 | 4.6 | 69* | ·
COc1ccc(Cl)cc1NC(=O)c1cc(-c2ccco2)on1 | 2 | -27 | 4 | -0.4 | -3 | -17 | 5 | -0.7 | 107 | -6
COc1ccc(NC(=O)CN2CCN(S(=O)(=O)c3ccc(C(C)C)cc3)CC2)cc1OC | -2 | 9 | 10 | -0.2 | 1 | 3 | -1 | -2.1 | 97 | ·
Cc1ccc(CCC(=O)Nc2ccc([N+](=O)[O-])cc2Cl)o1 | -2 | -4 | 2 | -1.9 | -3 | 0 | 2 | -0.4 | 115 | -1
CCCCc1cc(=O)oc2cc(C)cc(OC(C)C(=O)NCc3cccnc3)c12 (centres undefined) | 4 | -3 | 7 | 0.6 | -3 | -3 | -2 | -1.4 | 86 | -3
CCOC(=O)Cc1csc(N/N=C/c2ccc(C(F)(F)F)cc2)n1 | 0 | 4 | -37 | -1.2 | -1 | -11 | 1 | 5.5 | 97 | -3
N#CC1=C2SCN(Cc3ccccc3)CN2C(=O)CC1c1cccs1 (centres undefined) | -4 | -4 | -2 | 0.6 | 2 | -5 | 3 | 0.4 | 106 | -5
CN(C)S(=O)(=O)c1ccc(/C(O)=C2/C(=O)C(=O)N(CCCN3CCOCC3)C2c2ccncc2)cc1 (centres undefined) | 5 | 10 | 4 | -1.3 | 1 | -19 | -2 | -0.7 | 100 | -3
O=C(Nc1nccs1)NC1CCCCC1 | -3 | -9 | 8 | 1.9 | 0 | -1 | -2 | -1.9 | 100 | ·
Cc1ccc(-n2c3nc(=O)[nH]c(=O)c-3cc3cc([N+](=O)[O-])ccc32)cc1 | 3 | -10 | 14 | 1.4 | -1 | -2 | -3 | -2.6 | 102 | 17
Cc1ccc(-n2nnnc2SCC(=O)Nc2c(C)n(C)n(-c3ccccc3)c2=O)cc1 | 2 | -1 | 15 | -0.5 | 4 | -4 | 4 | -2.6 | 101 | ·
COc1ccc(C2OC(=O)CC2C(=O)NC2CCCC(C)C2C)cc1OC (centres undefined) | -8 | 2 | 8 | -0.9 | 2 | 3 | 3 | -1.4 | · | -4
O=C1CN2C(=N1)N(Cc1ccccc1)c1ccccc12 | 1 | 19 | -6 | -0.6 | -3 | -2 | -2 | 0.9 | · | 21
COc1ccc(/[N+]([O-])=C/c2ccoc2)cc1 | 2 | 5 | -22 | 0.3 | -3 | -8 | 9 | 3.9 | 105 | 41*
CCC(=O)n1nc(-c2cccnc2)nc1NCc1ccc(OC)cc1 | 1 | 17 | 3 | -1.1 | -4 | 0 | -8 | -0.7 | 108 | 0
Cc1cccc(C(=O)NCCCn2ccnc2)c1C | -1 | 5 | 9 | 1.5 | 3 | 7 | -5 | -1.7 | 99 | 6

Three consecutive records out of the list so far, quoted:
molecule | V-ATPase pH | Arrestin-AP2 inh | OPRM1-OPRD1 inv | C-LANA FP | Keap1 Nrf2 FP | Cardiac RTF inh | RTF Ca sens act | OPRM1-OPRD1 ag | DSG3 Ab inh | Wnt act
Cc1nc(-c2ccc(S(=O)(=O)Nc3ccccc3C)cc2)co1 | 2 | 33 | -8 | 0.7 | -3 | -12 | 2 | 1.4 | · | -1
O=C(c1noc2c1CCCCC2)N1CCN(C(c2ccccc2)c2ccccc2)CC1 | -1 | -11 | 16 | 0.2 | 2 | -13 | -3 | -3.0 | 90 | 1
CC(C)C(=O)Nc1ccc(NC(=O)CCc2ccccc2)cn1 | -1 | 17 | 2 | -0.4 | 3 | -3 | -2 | -0.5 | · | 0

Entries above that bear a hit mark in Wnt act:
molecule | V-ATPase pH | Arrestin-AP2 inh | OPRM1-OPRD1 inv | C-LANA FP | Keap1 Nrf2 FP | Cardiac RTF inh | RTF Ca sens act | OPRM1-OPRD1 ag | DSG3 Ab inh | Wnt act
COc1ccc(/[N+]([O-])=C/c2ccoc2)cc1 | 2 | 5 | -22 | 0.3 | -3 | -8 | 9 | 3.9 | 105 | 41*

The list goes on.
molecule | V-ATPase pH | Arrestin-AP2 inh | OPRM1-OPRD1 inv | C-LANA FP | Keap1 Nrf2 FP | Cardiac RTF inh | RTF Ca sens act | OPRM1-OPRD1 ag | DSG3 Ab inh | Wnt act
CCCNS(=O)(=O)c1cc(CN2C(=O)c3cccnc3C2=O)ccc1OC | 1 | 9 | 10 | -2.7 | 3 | -11 | 10 | -2.3 | 105 | 0
COc1ccc(C(=O)C2CCCN(C(=O)c3cc(C4CC4)[nH]n3)C2)c(C)c1 (centres undefined) | -6 | 8 | 6 | 3.1 | -6 | 3 | -6 | -1.1 | · | -1
Cc1ccc(O)c(C(=O)c2cnc3c(c2)c(=O)n(C)c(=O)n3C)c1 | -3 | 32 | · | 1.0 | -1 | · | · | · | 101 | 0
O=C(NC(=S)Nc1ccccn1)c1ccc(-c2ccccc2)cc1 | 0 | 25 | -2 | -0.2 | -7 | 0 | -7 | 0.4 | · | -1
CCCCn1c(N)c(N(CCC(C)C)C(=O)c2oc3ccc(OCC)cc3c2C)c(=O)[nH]c1=O | 4 | 16 | 6 | 1.5 | 1 | -10 | -3 | -1.0 | 105 | -3
O=C(N/N=C/c1cccc(Br)c1)c1ccc(N2CCCC2=O)cc1 | 0 | 12 | 7 | 1.7 | -1 | -5 | -6 | -1.4 | 107 | 2
CC(C)C1N=C2c3ccccc3N=C(SCC(=O)c3ccc(O)c(O)c3)N2C1=O (centres undefined) | 0 | 2 | 11 | 2.5 | 1 | 7 | 0 | -1.8 | · | ·
CCN(CC)S(=O)(=O)c1cccc(C(=O)N2CC(O)CC2C(=O)OC)c1 (centres undefined) | -2 | 0 | 14 | -1.1 | -3 | -1 | 2 | -3.4 | · | ·

Taken from above:
Result of COc1ccc(C(=O)C2CCCN(C(=O)c3cc(C4CC4)[nH]n3)C2)c(C)c1 (centres undefined) under RTF Ca sens act: -6
Result of CCN(CC)S(=O)(=O)c1cccc(C(=O)N2CC(O)CC2C(=O)OC)c1 (centres undefined) under V-ATPase pH: -2
Result of O=C(NC(=S)Nc1ccccn1)c1ccc(-c2ccccc2)cc1 under RTF Ca sens act: -7
Result of CCCNS(=O)(=O)c1cc(CN2C(=O)c3cccnc3C2=O)ccc1OC under Wnt act: 0
Result of O=C(N/N=C/c1cccc(Br)c1)c1ccc(N2CCCC2=O)cc1 under Wnt act: 2
Result of CCCCn1c(N)c(N(CCC(C)C)C(=O)c2oc3ccc(OCC)cc3c2C)c(=O)[nH]c1=O under Wnt act: -3

Screening data as filed in PubChem BioAssay.
